Screening data as filed in PubChem BioAssay.
TAG inh = inhibitors of triacylglycerol accumulation. H9c2 cells, Nile Red lipid (TAG) fluorescence; cells loaded with 200 µM oleic acid. inhibition, % at 12.5 µM. 230,000 compounds, 0.66% hits;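 active means pattern-corrected inhibition of lipid staining of at least 50% with the nuclear-stain viability signal not falling by more than 50%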;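 further: 0% = DMSO wells and 100% = triacsin C control wells; some results filed as inactive read as strong as hits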
TAG inh DAPI viability = further read-out of TAG inh, marked with its call; DAPI nuclei signal change (viability), lower = more cytotoxic, %;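 whole-well DAPI fluorescence read on a plate reader as a viability signal; minus 50 percent equals half of cells still viable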
Starred values were filed as active, the others as inactive; i = inactive. Not all compounds are listed, so the mix of outcomes need not match the whole.

SMILES	TAG inh	TAG inh DAPI viability
O=C(CC(=O)c1ccccc1)CC(O)(C=Cc1ccccc1)c1ccccc1 (stereo not given)	21	-6
Oc1c(Br)cc(Br)cc1/C=N/N1CCN(Cc2ccccc2)CC1	-25	5
Cc1c(C(=O)NNC(=O)c2csc(N3CCOCC3)n2)cccc1[N+](=O)[O-]	5	4
Cc1nnc(SCC(=O)Nc2c(Cl)cccc2Cl)[nH]c1=O	-5	9
CC1Cc2ccccc2N1S(=O)(=O)c1cccc(C(=O)NCc2ccncc2)c1 (stereo not given)	-30	-5
COc1ccc(S(=O)(=O)N(Cc2ccc(OC)c(OC)c2)Cc2ccco2)cc1	18	-3
Cc1c2n(c3ccccc13)CC/C2=N\O	18	-7
O=C(CSCc1ccc(F)cc1)NCc1cccs1	1	4
Cc1cc(NC(=O)CSc2nnnn2-c2ccccc2)no1	-8	6
Cc1ccc(C2=NC(C)(C)NC2=O)cc1	-2	2
COc1ccc(-c2nc3c(C(=O)NCCN(C)C)cccc3c3ccccc23)cc1	-3	33
Cc1cc(C)nc(NC(=O)NS(=O)(=O)Nc2ccc(Br)cn2)n1	-16	9
CCc1nc2ccc(C(=O)Nc3ccc(OC)c(OC)c3)cn2c1N(CC)CCOC	-3	5
CNc1nnc(-c2ccco2)s1	6	-4
Cc1ccc(NS(=O)(=O)c2ccc(-n3cccn3)cc2)c(Cl)c1	-9	0
CC(=O)c1cccc(NC(=O)C(C)OC(=O)c2cc(=O)[nH]c3ccccc23)c1 (stereo not given)	-4	-5
COc1ccc(C/C(C)=N/NC(=O)c2ccc(Cl)cc2)cc1	0	-5
S=C1NCCOCCOCCOCCNC(=S)N2CCOCCOCCN1CCOCCOCC2	17	-9
COC(=O)c1cccc(NC(=O)/C(=C\c2ccco2)NC(=O)c2ccco2)c1	-4	7
CC(C)c1ccc(NC(=S)Nc2ccc3cn[nH]c3c2)cc1	-21	8
CC(=O)OC1CCC2(C)C(COc3ccc4ccc(=O)oc4c3)C(C)(O)CCC2C1(C)C (stereo not given)	-2	-11
Cc1cc(C)cc(NC(=O)CN2CCC(NC(=O)c3ccccc3F)CC2)c1	14	-1
COc1ccc(NC(=O)C2CCN(S(=O)(=O)c3ccccc3)CC2)cc1	2	-1
CCN(CC(=O)Nc1c(F)cccc1F)C(=O)CNC(=O)c1ccc(C)s1	31	-8
CCOc1ccc(OCC)c(S(=O)(=O)NCCCN2CCOCC2)c1	-2	0

(listing goes on)
SMILES	TAG inh	TAG inh DAPI viability
CCOc1ccc(Nc2ccnc3cc(Cl)ccc23)cc1	-9	16
CCOc1ncccc1C(=O)NNC(=O)c1cccc(S(=O)(=O)Nc2ccccc2OC)c1	5	10
COc1ccsc1C(=O)N1CCN(Cc2ccc3c(c2)OCO3)CC1	-3	-13
Cc1cc2c(ncn2Cc2ccccc2)c(NS(C)(=O)=O)c1C	-48	8
CSc1ccc(CCNC(=O)CSc2ccsc2[N+](=O)[O-])cc1	11	6
Cc1cnc(SCc2cnc(C)nc2N)nc1	0	1
CCN(Cc1ccncc1)Cc1nc(CC2CC2)no1	-17	1
CC(C)C(=O)Nc1cc(-c2nc3ncccc3o2)ccc1Cl	-17	11
CCc1ccccc1Oc1nc(NC(C)C)nc2ccsc12	-10	0
Cn1nc(C(=O)NCc2ccccc2)c2ccccc2c1=O	-28	12
COc1ccc2nc(N3CCCCC3)c(/C=C3\SC(=S)NC3=O)cc2c1	-3	7
COc1ccc(-c2cc(-c3ccc(Br)cc3)nc3ncnn23)cc1OC	-1	9
NC(=O)N/N=C/C=C/c1ccc(F)cc1	-2	-6
O=C1c2ccccc2CCC1C(O)c1ccccn1 (stereo not given)	3	-19
COCCn1c(SCC(=O)N2CC(=O)Nc3ccccc32)nc2ccccc21	15	-12
FC(F)(F)c1ccc(Sc2n[nH]c(C(F)(F)F)n2)nc1	5	3
Nc1ccc2c(c1)OC1(CCCCC1)O2	0	0
Cc1cccn2cc(CSc3nnc(Nc4ccc(C(C)C)cc4)s3)nc12	2	2
Cc1cccc(NC(=O)C2(c3ccccc3)CC2(Cl)Cl)c1 (stereo not given)	-2	12
CC(=O)/C(C#N)=C1\NC(=O)C(Cc2ccc(C)c(Cl)c2)S1 (stereo not given)	0	2
O=C(Nc1nnc(COc2ccc(F)cc2)s1)c1ccco1	16	-10
CCOC(=O)c1sc(Nc2ccc(C)cc2C)nc1C	-5	7
Cc1ccc(CNC(=O)c2ccc(Cl)cc2[N+](=O)[O-])cc1	-18	-4
CSc1nc(-c2ccco2)cc(C(F)(F)F)c1C#N	-4	-4
O=C(Nc1ccccc1C(F)(F)F)N1CCCC1c1cccnc1 (stereo not given)	-5	4

Further structures follow.
SMILES	TAG inh	TAG inh DAPI viability
COC(=O)C1=C(C)N(Cc2ccccc2)C(=O)N[C@H]1c1cccs1	-6	13
CC1(C(=O)NS(=O)(=O)c2ccc(C#N)cc2)CCN1C(=O)c1cccc(F)c1 (stereo not given)	-13	4
Cc1cc(NC(=O)COC(=O)C2CCN(S(=O)(=O)c3c(Cl)cccc3Cl)CC2)no1	3	-12
O=S(=O)(Nc1ncccn1)c1ccc(NS(=O)(=O)c2cc(Cl)ccc2Cl)cc1	4	-18
CCCn1nc2cc(C(=O)NCc3ccc(C)cc3)ccc2c1OCC	10	10
CCc1ccccc1NC(=O)CC1SCCNC1=O (stereo not given)	-2	12
COc1ccccc1-c1oc2ccccc2c1C#CCO	-11	-10
Cc1nnc(NC(=O)c2cccc(S(=O)(=O)N3CCc4ccccc43)c2)s1	-1	-2
CN(NC(N)=O)c1ncc(C(F)(F)F)cc1Cl	-12	21
Cn1cnc(C(=O)NC2CCN(C(=O)OC(C)(C)C)CC2)c1C(=O)NC1CCN(C(=O)OC(C)(C)C)CC1	15	-6
Cc1nccn1-c1c([N+](=O)[O-])c(=O)n(C)c2ccccc12	1	5
Cc1nc(N)nc(N/N=C/c2ccccc2)n1	0	6
Nc1nc(-c2ccc3c(c2)CCO3)cs1	5	9
COP1(=O)C=C[C@H](N(Cc2ccccc2)S(=O)(=O)c2ccccc2[N+](=O)[O-])[C@@H](C)O1 (stereo not given in full)	8	-3
Cc1ccc(NC(=O)COC(=O)Cc2cccs2)cc1S(=O)(=O)N1CCOCC1	-2	6
COc1ccc(C(=O)OCn2nnc3ccccc3c2=O)cc1[N+](=O)[O-]	0	-8
C=C(C)C(=O)Nc1cccnc1Oc1ccc(F)cc1	1	10
O=C(CN1CCN(c2ccc(C(F)(F)F)cn2)CC1)Nc1ccc2c(c1)OCO2	0	5
COc1ccc2[nH]c3nc(SC(C)C)nnc3c2c1	25	-11
C=CCNC(=O)NC(=O)COC(=O)CNS(=O)(=O)c1ccc(F)c(F)c1F	-1	-3
COc1ccc(CC(=O)N2CCCc3ccccc32)cc1	-19	5
CCC(CO)Oc1cc(NCc2ccncc2)c2ncn(C(C)C)c2c1 (stereo not given)	-10	-4
CC(OC(=O)c1ccc(=O)n(Cc2ccccc2)n1)C(=O)Nc1cccc(Cl)c1 (stereo not given)	-10	4
CCc1ccccc1S(=O)(=O)Cc1ccc(C(=O)N2CCN(c3ccccc3OC)CC2)o1	-4	3
COc1cccc(/C=C2/SC(=O)N(CC(=O)N3CCc4ccccc4C3)C2=O)c1OCC(=O)O	12	-3

(more compounds)
SMILES	TAG inh	TAG inh DAPI viability
O=C(Cc1cccc2ccccc12)N1CCN(c2ncccn2)CC1	-1	1
CC1CCCCN1S(=O)(=O)c1cn(C)c(=O)n(C)c1=O (stereo not given)	-5	-5
Cc1ccc(-c2noc(COC(=O)c3ccco3)n2)cc1	-9	-2
CCc1nc(CNC(=O)c2cc(OC)c(OC)c(OC)c2)no1	-7	4
COc1ccc(C(=O)O)cc1S(=O)(=O)NCCCN1CCCC1=O	2	3
N#Cc1cc2c(nc1SCc1cccc(Cl)c1)CCCCC2	-26	8
O=C1C(Cl)=C(N2CCN(Cc3ccccc3)CC2)C(=O)N1Cc1ccccc1	-4	-6
CN(C(=O)CSc1nnc(-c2cccnc2)o1)C1CCCCC1	-57	1
CCCCNC(=O)CSc1nc2ccc(NC(=O)CSc3nnc(COc4ccccc4C)n3C)cc2s1	8	-9
Cc1ccc(-c2cc(C(=O)Nc3ccncc3)c3ccccc3n2)cc1	2	16
Cc1c(C(=O)O)oc2c3c(ccc12)OCCO3	4	-4
CCOc1ccc2nc(NS(=O)(=O)Cc3ccccc3)sc2c1	-7	-3
CC(C)c1ccc(NNC(=O)C2CCC2)cc1	-9	3
Cn1cnc2c(N/N=C/c3cccs3)ncnc21	2	5
CSc1ccccc1NC(=O)c1cccs1	-22	12
CN1CCN(CCCN(Cc2ccco2)C(=S)Nc2ccc(Cl)cc2)CC1	-5	8
Cn1cc(S(=O)(=O)N2CCCC2)cc1C(=O)O	22	6
Cc1cccc(Nc2ccc(NCc3ccccc3)nn2)c1	-17	17
O=C(NCc1ccc(F)cc1)c1cc(C2CCCCN2C(=O)C2CCCCC2)on1 (stereo not given)	7	6
O=C(Cn1cc(S(=O)(=O)N2CCN(c3ccccc3F)CC2)c2ccccc2c1=O)NCCCN1CCCCCC1	11	9
CC1(C(=O)NS(=O)(=O)Cc2cccc(Cl)c2)CCN1C(=O)C1(c2ccc(Cl)cc2)CC1 (stereo not given)	10	-8
CCc1ccc(NC(=O)C(=O)c2ccccc2NC(C)=O)cc1	2	25
COc1ccccc1C(=O)NC1CCN(C(=S)NCCc2ccccc2)CC1	-16	-7
COc1ccc(-c2oc3ccc(N4CCOCC4)cc3c2C#CCO)cc1	22	i
CC(C)CC1C(=O)N(Cc2cn(CCC3OCCCO3)nn2)CCS(=O)(=O)N1Cc1ccc(-c2ccncc2)cc1 (stereo not given)	14	1

Carrying on.
SMILES	TAG inh	TAG inh DAPI viability
CCN(CC(=O)Nc1ccc(NC(C)=O)cc1)C(=O)c1ccccc1CCc1ccccc1	-16	5
COc1ccccc1NC(=O)Nc1ccnn1Cc1cccs1	17	1
Cc1ccc(-n2c(-c3ccccc3)c[n+]3c2CCC3)cc1	-17	-7
CC(C)CN1CCN(Cc2cccc3nccnc23)CC1CCO (stereo not given)	11	2
CC[C@]12c3[nH]c4cc(-c5ccco5)ccc4c3CCN1C(=O)[C@@H](CC(=O)NCc1ccco1)C[C@@H]2C(=O)N1CCN(C(=O)c2ccco2)CC1	9	6
CCc1ccc2[nH]c(=O)c(CN(CCN3CCOCC3)C(=O)Nc3ccccc3F)cc2c1	21	4
COc1ccc2oc(C(=O)NCc3ccccc3CN3CCCC3)c(C)c2c1	-31	25
CC(=O)Nc1sc2c(c1C#N)CC(C)(C)NC2(C)C	6	-10
CN(C)S(=O)(=O)c1cccc(NC(=O)/C=C/c2ccccc2[N+](=O)[O-])c1	6	-8
CCCc1cc(=O)[nH]c(SCC(=O)N(CC(C)C)C2CCS(=O)(=O)C2)n1 (stereo not given)	8	5
O=S1(=O)c2ccc(Br)cc2N2CC[C@H](C2)N1Cc1ccc(Cl)cc1	-11	-15
Cc1cccc(N2CCN(C(=O)Cc3ccc(Br)cc3)CC2)c1C	9	-9
COCCN(C(=O)Nc1ccccc1)c1ccccc1C	9	-15
O=S(=O)(NC1CCCCC1Nc1ccccc1)c1ccccc1 (stereo not given)	7	-17
O=C(C=Cc1ccccn1)c1ccccc1	15	-1
Cc1cc(C)cc(NC(=O)CSc2nnc(CN3CCOCC3)n2C)c1	-13	3
N#Cc1c(C(F)(F)F)cc(-c2cccs2)nc1SC(C(=O)O)c1ccccc1 (stereo not given)	-3	3
CCOC(=O)N(C)C[C@@H]1OCc2cn(nn2)CCCC(=O)N([C@@H](C)CO)C[C@H]1C	-33	0
Cc1cccc(S(=O)(=O)NC(=O)C2(C)CCN2C(=O)c2sccc2C)c1 (stereo not given)	0	7
O=C(NCc1ccccn1)[C@@H]1C[C@H]1[C@@H](NP(=O)(c1ccccc1)c1ccccc1)c1ccccc1	0	-4
CC(=O)OCN(C#N)c1nc(N(C)C)nc(N(C)C)n1	-6	5
Cc1ccc(-n2nnc(-c3cccnc3Cl)n2)cc1	-6	3
COc1cc(C(C#N)N2CCCCC2)ccc1O (stereo not given)	-25	-9
Cc1ccccc1OCC(=O)Nc1ccccc1CO	-13	3
CCc1sc(C(=O)NC(C)C2CCCO2)cc1Br (stereo not given)	-2	2
O=C(Cc1ccccc1)Nc1ccc(NC(=O)c2ccco2)nc1	11	-3
CC1(C)c2ssc(=S)c2-c2ccccc2N1C(=O)c1ccco1	-16	-3
COC(=O)c1c(NC(=O)C2CCCCC2)sc2c1CCN(C(C)C)C2	15	-1
Cc1ccc(S(=O)(=O)NC(=O)c2ccc(-c3ccc(C)c4ccccc34)o2)cc1	6	0

In the list so far, 15 contain a thiophene ring, fused or not:
SMILES	TAG inh	TAG inh DAPI viability
O=C(CSCc1ccc(F)cc1)NCc1cccs1	1	4
CCN(CC(=O)Nc1c(F)cccc1F)C(=O)CNC(=O)c1ccc(C)s1	31	-8
COc1ccsc1C(=O)N1CCN(Cc2ccc3c(c2)OCO3)CC1	-3	-13
CSc1ccc(CCNC(=O)CSc2ccsc2[N+](=O)[O-])cc1	11	6
CCc1ccccc1Oc1nc(NC(C)C)nc2ccsc12	-10	0
COC(=O)C1=C(C)N(Cc2ccccc2)C(=O)N[C@H]1c1cccs1	-6	13
Cc1ccc(NC(=O)COC(=O)Cc2cccs2)cc1S(=O)(=O)N1CCOCC1	-2	6
Cn1cnc2c(N/N=C/c3cccs3)ncnc21	2	5
CSc1ccccc1NC(=O)c1cccs1	-22	12
COc1ccccc1NC(=O)Nc1ccnn1Cc1cccs1	17	1
CC(=O)Nc1sc2c(c1C#N)CC(C)(C)NC2(C)C	6	-10
N#Cc1c(C(F)(F)F)cc(-c2cccs2)nc1SC(C(=O)O)c1ccccc1 (stereo not given)	-3	3
Cc1cccc(S(=O)(=O)NC(=O)C2(C)CCN2C(=O)c2sccc2C)c1 (stereo not given)	0	7
CCc1sc(C(=O)NC(C)C2CCCO2)cc1Br (stereo not given)	-2	2
COC(=O)c1c(NC(=O)C2CCCCC2)sc2c1CCN(C(C)C)C2	15	-1
